Dicer inh: human Dicer pre-microRNA cleavage inhibition | Q9UPY3 | cat-ELCCA pre-miR-21 Dicer processing, chemiluminescence; active compounds read high | z-score at 25 µM | 47,000 compounds, 6% hits | AID 1347074; in the data active = z-score above about 3, passing the limit was not always enough;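 also: plate controls were vehicle for no effect and no enzyme for full effect; higher signal means more uncleaved substrate so more Dicer inhibition; strong numbers were not always called active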
Target sequence (Q9UPY3 whole entry, looked up): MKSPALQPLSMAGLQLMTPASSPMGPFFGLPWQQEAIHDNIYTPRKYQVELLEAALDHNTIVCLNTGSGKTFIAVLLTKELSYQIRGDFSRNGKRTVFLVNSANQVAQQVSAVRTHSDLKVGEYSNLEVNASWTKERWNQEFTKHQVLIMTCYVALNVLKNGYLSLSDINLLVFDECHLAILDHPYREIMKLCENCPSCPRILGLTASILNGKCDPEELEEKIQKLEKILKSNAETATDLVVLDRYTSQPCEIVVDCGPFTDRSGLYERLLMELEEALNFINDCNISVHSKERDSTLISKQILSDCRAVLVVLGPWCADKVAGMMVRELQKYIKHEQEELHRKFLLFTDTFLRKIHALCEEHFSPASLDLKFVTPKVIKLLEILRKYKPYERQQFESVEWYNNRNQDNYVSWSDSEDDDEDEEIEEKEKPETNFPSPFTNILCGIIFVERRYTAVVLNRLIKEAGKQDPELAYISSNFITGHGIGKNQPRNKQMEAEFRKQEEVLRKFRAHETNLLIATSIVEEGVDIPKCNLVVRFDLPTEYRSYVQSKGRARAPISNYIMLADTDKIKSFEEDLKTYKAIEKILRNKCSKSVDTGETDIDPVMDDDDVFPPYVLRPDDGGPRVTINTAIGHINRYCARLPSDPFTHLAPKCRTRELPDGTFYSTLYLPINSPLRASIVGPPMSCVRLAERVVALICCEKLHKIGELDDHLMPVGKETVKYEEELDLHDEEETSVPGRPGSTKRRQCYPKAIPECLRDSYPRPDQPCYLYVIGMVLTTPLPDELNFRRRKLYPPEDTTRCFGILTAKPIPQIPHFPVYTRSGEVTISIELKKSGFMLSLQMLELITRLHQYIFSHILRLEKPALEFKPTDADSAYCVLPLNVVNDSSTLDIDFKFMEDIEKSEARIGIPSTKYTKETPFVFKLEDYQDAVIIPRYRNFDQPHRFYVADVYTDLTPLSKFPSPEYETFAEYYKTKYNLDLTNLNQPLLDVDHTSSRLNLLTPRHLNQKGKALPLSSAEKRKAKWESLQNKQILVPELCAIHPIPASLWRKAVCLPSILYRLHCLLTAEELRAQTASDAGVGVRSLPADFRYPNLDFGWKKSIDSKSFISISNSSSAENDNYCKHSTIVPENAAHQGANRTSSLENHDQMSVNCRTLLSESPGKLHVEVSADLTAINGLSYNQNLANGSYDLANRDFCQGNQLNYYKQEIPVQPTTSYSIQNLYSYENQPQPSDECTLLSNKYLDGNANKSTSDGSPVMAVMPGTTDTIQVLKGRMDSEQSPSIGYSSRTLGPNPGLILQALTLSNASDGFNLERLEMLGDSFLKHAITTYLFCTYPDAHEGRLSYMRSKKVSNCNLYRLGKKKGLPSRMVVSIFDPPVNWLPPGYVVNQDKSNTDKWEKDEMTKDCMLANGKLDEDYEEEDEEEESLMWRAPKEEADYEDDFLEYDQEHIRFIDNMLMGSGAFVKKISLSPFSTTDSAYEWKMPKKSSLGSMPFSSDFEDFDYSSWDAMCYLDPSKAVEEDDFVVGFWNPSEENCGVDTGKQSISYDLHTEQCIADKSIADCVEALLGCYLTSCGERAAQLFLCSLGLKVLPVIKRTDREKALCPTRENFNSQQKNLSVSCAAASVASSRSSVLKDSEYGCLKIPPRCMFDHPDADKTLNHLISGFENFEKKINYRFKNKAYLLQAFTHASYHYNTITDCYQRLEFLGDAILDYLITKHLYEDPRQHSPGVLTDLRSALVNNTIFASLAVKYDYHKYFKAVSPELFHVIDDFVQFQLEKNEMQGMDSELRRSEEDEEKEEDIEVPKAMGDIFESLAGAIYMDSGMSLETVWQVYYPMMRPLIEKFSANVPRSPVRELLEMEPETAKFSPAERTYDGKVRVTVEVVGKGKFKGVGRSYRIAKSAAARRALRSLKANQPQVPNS
Numbers without * were called inactive; & = joins results of further samples. A portion of the library; rates above refer to the full screens.

Screening Cc1ccc([N+](=O)[O-])cc1S(=O)(=O)Nc1ccc(F)cc1 returned Dicer inh -4.3.
`COC(=O)c1ccc(C(=O)Nc2c(C(N)=O)oc3ccccc23)cc1` gave Dicer inh 3.6*.
Screening O=C(Nc1ccccc1SCCS(=O)(=O)c1ccc(Cl)cc1)c1cccs1 returned Dicer inh -1.8.
Screening Cc1cc(C)c(O)c(C2(O)C(=O)c3ccccc3C2=O)c1 returned Dicer inh -1.2.
For CCOC(=O)C(NC(=O)Nc1ccccc1)(Nc1ccccc1OC)C(F)(F)F (configuration not stated) the results were Dicer inh 0.2.
For COC(=O)c1nnn(-c2cc(Cl)cc(Cl)c2)c1C(=O)OC the results were Dicer inh -0.66.
Screening O=C1c2cccc3c([N+](=O)[O-])ccc(c23)C(=O)N1CCc1ccccn1 returned Dicer inh 0.84.
For COc1ccc(C(=O)c2sc3nc(C)cc(-c4cccs4)c3c2N)cc1OC the results were Dicer inh 1.2.
`C=CCN1C(=O)C(O)(CC(=O)c2ccc(CC)cc2)c2ccccc21` (configuration not stated) gave Dicer inh 3.2*.
`O=C(O)CC(CC(=O)N1CCN(C(=O)c2ccco2)CC1)c1ccccc1` (configuration not stated) gave Dicer inh -0.16.
CSCCC1Oc2ccccc2C2CC(c3cc(C)ccc3O)=NN12 (configuration not stated) was read as Dicer inh 0.58.
Screening Cc1cccn2c(=O)c(NC(=O)c3ccccc3)cnc12 returned Dicer inh 3.5.
Screening C=CCN1C(C(=O)c2ccccc2)=C(OC(C)=O)c2ccccc2S1(=O)=O returned Dicer inh -0.22.
`O=C(Nc1ncn[nH]1)c1ccccc1O` gave Dicer inh -0.2.
O=C1c2ccccc2-c2c(NCCc3ccccc3)c(=O)[nH]c3cccc1c23 was read as Dicer inh 1.9.
CC(=O)Nc1ccc(S(=O)(=O)N(c2ccc(C(F)(F)F)cc2)S(=O)(=O)c2ccc(NC(C)=O)cc2)cc1 was read as Dicer inh -0.4.
Screening C=C1SC(=Nc2ccccc2Cl)N(C(=O)c2ccc([N+](=O)[O-])cc2)C1(C)C returned Dicer inh -1.2.
`COc1ccc(C(C#N)=C2SCCS2)cc1` gave Dicer inh 0.44.
Screening CC(=O)ONC(=O)c1ccc([N+](=O)[O-])cc1 returned Dicer inh -0.38.
Screening COc1ccc(Cc2nnc(N)o2)cc1OC returned Dicer inh 0.68.
For CCOC(=O)c1c(CSC#N)oc2ccc(OC(C)=O)cc12 the results were Dicer inh 1.8.
For CCCc1cc(=O)[nH]c(SCC(=O)Nc2ccc(F)c(Cl)c2)n1 the results were Dicer inh 3.1*.
`CSC(SC)=C(C#N)c1nc2ccccc2s1` gave Dicer inh 0.43.
`O=S(=O)(Oc1cccc(C(F)(F)F)c1)c1sc(Br)cc1Br` gave Dicer inh 0.04.
CCOCCOC(=O)C(C)Oc1ccc2c(=O)c(Oc3cc(C)cc(C)c3)coc2c1 (configuration not stated) was read as Dicer inh 2.9.
Screening CC(C)(C)C(=O)COC(=O)Cn1nnc(N2CCCC2)n1 returned Dicer inh 1.1.
COCc1nc(SCc2c(F)cccc2Cl)[nH]c(=O)c1C was read as Dicer inh 0.45.
O=C(Nc1ncc(Cc2ccccc2)s1)c1cc2ccccc2c(=O)o1 was read as Dicer inh 0.12.
For Cc1ccc(F)cc1NC(=O)Nc1cc(C(C)(C)C)on1 the results were Dicer inh 0.14.
CC(C)(C)S(=O)(=O)C/C(N)=N/OC(=O)c1cc(-c2ccc(Cl)cc2)oc1C(F)(F)F was read as Dicer inh 0.42.
For O=C1CCC([N+](=O)[O-])C(c2cccc(OCc3ccccc3)c2)N1 (configuration not stated) the results were Dicer inh 1.7.
Screening Cc1ccc(SCc2cn3c(C)cccc3n2)cc1 returned Dicer inh 2.
`Cn1c(NCc2ccco2)nc2c1c(=O)n(Cc1ccc(Br)cc1)c(=O)n2C` gave Dicer inh -1.4.
For Cc1cc(C)n(-c2nnc3n2N=C(c2c[nH]c4ccccc24)CS3)n1 the results were Dicer inh -0.61.
COC(=O)CNC(=O)c1cccnc1Sc1ccccc1 was read as Dicer inh -0.17.
Screening CCOc1ccc(-c2nc3cc(N)ccc3o2)cc1 returned Dicer inh 1.5.
Screening Cc1nc2ccccn2c1-c1csc(Nc2ccc(Cl)cc2)n1 returned Dicer inh 7.1*.
`CS(=O)(=O)N1N=C(c2cccs2)CC1c1cn(-c2ccccc2)nc1-c1ccccc1` (configuration not stated) gave Dicer inh -0.99.
CCN(CC)CCSc1nc(O)c(C(C)C)c(=O)[nH]1 was read as Dicer inh 4.2*.
For CC(C)n1c(C(F)(F)F)nc2cc(C(=O)N3CCOCC3)ccc21 the results were Dicer inh 0.36.
For Nc1ccc(C(=O)/C(=C\c2cccc([N+](=O)[O-])c2)C(=O)c2ccc(-c3ccccc3)cc2)cc1 the results were Dicer inh -0.72.
For O=C1CC(Nc2ccc3c(c2)OCO3)C(=O)N1c1ccccc1 (configuration not stated) the results were Dicer inh 0.09.
`CCCCCCSc1nnc(/N=C/NO)s1` gave Dicer inh 2.9.
For CCN1CCN(c2nc3c(c(=O)n(C)c(=O)n3C)n2Cc2c(Cl)cccc2Cl)CC1 the results were Dicer inh -0.65.
S=c1[nH]nc(CSCc2nc(-c3ccccc3)cs2)n1-c1ccc(Cl)cc1 was read as Dicer inh -0.05.
`Clc1ccc2c(c1)N=C(N1CCNCC1)c1ccccc1N2` gave Dicer inh 4*.
Cc1ccc2c(Cl)c(C(=O)N(Cc3cccs3)C3CCS(=O)(=O)C3)sc2c1 (configuration not stated) was read as Dicer inh 0.49.
Screening Cc1[nH]n2c(=O)cc(-c3ccccc3Cl)nc2c1-c1ccccc1 returned Dicer inh 2.6.
`Cc1ccc(-c2noc(-c3cccs3)n2)cc1` gave Dicer inh -0.18.
CSc1sc(Br)c2c1C(=O)CCC2 was read as Dicer inh -0.71.
Screening Cc1noc(C)c1NC(=O)NC(c1ccccc1)c1ccccc1 returned Dicer inh 0.08.
For O=S(=O)(Cc1ccccc1)NCc1ccc2c(c1)OCO2 the results were Dicer inh -0.28.
Fc1ccc(-c2nnc3ccc4ccccc4n23)cc1 was read as Dicer inh -0.03.
For CCOC(=O)Cc1csc(NC(=O)Nc2cccc3ccccc23)n1 the results were Dicer inh 6.9.
Cc1cc(NNC(=O)Nc2ccc(Cl)cc2)nc2c1c(C)nn2C was read as Dicer inh 0.76.
Screening CC(=O)Nc1ccc(N(CN2C(=O)CCC2=O)CN2C(=O)CCC2=O)cc1 returned Dicer inh -1.1.
Screening COc1ccc(Nc2ncnc3c2cnn3-c2ccccc2)cc1OC returned Dicer inh -0.18.
For CC(=O)n1c2ccccc2c2nc(N)sc21 the results were Dicer inh -0.55.
`COc1ccc(CN2CCCN(Cc3ccc(OC)cc3)C2c2cccc3c2OCO3)cc1` gave Dicer inh -0.41.
Cc1c(C)c(C)c(S(=O)(=O)N=C(N)N)c(C)c1C was read as Dicer inh -0.29.
`O=C(O)c1ccc(N2C(=O)CC(N3CCN(C/C=C/c4ccccc4)CC3)C2=O)cc1` (configuration not stated) gave Dicer inh -0.43.
`O=c1[nH]c(SCc2ccccc2)nn2c(=O)c3ccccc3nc12` gave Dicer inh 1.7.
For CCN(CCC#N)C(=O)c1c(-c2c(Cl)cccc2Cl)noc1C the results were Dicer inh 1.3.
COc1ccc(S(=O)(=O)N2CCCCC2C)cc1 (configuration not stated) was read as Dicer inh -0.79.
Screening COc1ccc(CNc2ccccc2-c2nc3ccccc3[nH]2)cc1 returned Dicer inh -0.39.
Screening CC1(C)Cc2nc3sc4c(N5CCOCC5)ncnc4c3cc2CO1 returned Dicer inh 1.8.
`COC(=O)C1=C(C)NC2=C(C(=O)CCC2)C1c1ccc(O)cc1` (configuration not stated) gave Dicer inh -0.57.
`Clc1ccc(-c2csc(-c3cccnc3)n2)cc1` gave Dicer inh -0.69.
For Cc1ccc2nc(C)nc(-c3ccccc3)c2c1 the results were Dicer inh -0.07.
`CSc1nc(Nc2cccc([N+](=O)[O-])c2)cc(C(F)(F)F)c1C#N` gave Dicer inh -0.17.
Cc1nc(-c2cc(-c3ccccc3)c(C(F)(F)F)s2)sc1C(=O)O was read as Dicer inh 0.1.
Screening O=C(c1nn2c(c1Cl)NC(c1ccc(F)cc1)CC2C(F)(F)F)N1CCCCC1 (configuration not stated) returned Dicer inh 8.8.
Screening CCc1nc(SCc2ccc(OC)cc2)n[nH]1 returned Dicer inh 2.
`Cc1ccccc1OCCSc1nc2ncnc(N)c2[nH]1` gave Dicer inh 1.1.
`CCOc1nc2c(c(-c3ccc(F)cc3)c1C#N)Cc1ccccc1-2` gave Dicer inh 0.45.
Screening CCCNC(=O)NNC(=O)C(C)n1nnc(-c2cc(C(F)(F)F)cc(C(F)(F)F)c2)n1 (configuration not stated) returned Dicer inh 1.7.
Screening CSc1ccccc1NC(=O)CSc1nc2ccccc2[nH]1 returned Dicer inh 1.1.
For CSc1ccc(Cl)cc1NC(=O)C(F)(F)F the results were Dicer inh 1.9.
Cc1csc2ncnc(N3CCC(C(=O)O)CC3)c12 was read as Dicer inh -0.11.
For O=C(O)c1nnn(Cc2ccccc2)c1C(=O)O the results were Dicer inh -1.4.
Screening O=C(Nc1ccc(F)cc1F)c1ccc2ncccc2c1 returned Dicer inh 1.1.
COC(=O)c1cc2c(C(F)(F)F)nn(C)c2s1 was read as Dicer inh -0.69.
For COc1ccc(S(=O)(=O)N(CCC#N)Cc2ccco2)cc1OC1CCCC1 the results were Dicer inh -0.3.
For COC(=O)C(CC(C)C)NC(=O)CSc1nnc2c(n1)[nH]c1ccccc12 (configuration not stated) the results were Dicer inh 0.85.

An excerpt from above in order of molecular weight, largest number first:
Screening CCCNC(=O)NNC(=O)C(C)n1nnc(-c2cc(C(F)(F)F)cc(C(F)(F)F)c2)n1 (configuration not stated) returned Dicer inh 1.7.
Screening O=C(c1nn2c(c1Cl)NC(c1ccc(F)cc1)CC2C(F)(F)F)N1CCCCC1 (configuration not stated) returned Dicer inh 8.8.
For COc1ccc(S(=O)(=O)N(CCC#N)Cc2ccco2)cc1OC1CCCC1 the results were Dicer inh -0.3.
For COC(=O)C(CC(C)C)NC(=O)CSc1nnc2c(n1)[nH]c1ccccc12 (configuration not stated) the results were Dicer inh 0.85.
Cc1nc(-c2cc(-c3ccccc3)c(C(F)(F)F)s2)sc1C(=O)O was read as Dicer inh 0.1.
Screening CC1(C)Cc2nc3sc4c(N5CCOCC5)ncnc4c3cc2CO1 returned Dicer inh 1.8.
`CSc1nc(Nc2cccc([N+](=O)[O-])c2)cc(C(F)(F)F)c1C#N` gave Dicer inh -0.17.
`CCOc1nc2c(c(-c3ccc(F)cc3)c1C#N)Cc1ccccc1-2` gave Dicer inh 0.45.
Screening CSc1ccccc1NC(=O)CSc1nc2ccccc2[nH]1 returned Dicer inh 1.1.
`COC(=O)C1=C(C)NC2=C(C(=O)CCC2)C1c1ccc(O)cc1` (configuration not stated) gave Dicer inh -0.57.
`Cc1ccccc1OCCSc1nc2ncnc(N)c2[nH]1` gave Dicer inh 1.1.
Screening O=C(Nc1ccc(F)cc1F)c1ccc2ncccc2c1 returned Dicer inh 1.1.
Cc1csc2ncnc(N3CCC(C(=O)O)CC3)c12 was read as Dicer inh -0.11.
`Clc1ccc(-c2csc(-c3cccnc3)n2)cc1` gave Dicer inh -0.69.
COc1ccc(S(=O)(=O)N2CCCCC2C)cc1 (configuration not stated) was read as Dicer inh -0.79.
COC(=O)c1cc2c(C(F)(F)F)nn(C)c2s1 was read as Dicer inh -0.69.
For O=C(O)c1nnn(Cc2ccccc2)c1C(=O)O the results were Dicer inh -1.4.
For Cc1ccc2nc(C)nc(-c3ccccc3)c2c1 the results were Dicer inh -0.07.

(continued)
`Cc1ccc2c(c1)nnc1n[nH]c(=S)n12` gave Dicer inh -0.58.
Screening C=C1/C(=C/C=C2/CCC[C@]3(C)[C@@H]([C@H](C)CCCC(C)C)CC[C@@H]23)C[C@@H](O)C[C@@H]1O returned Dicer inh 15.
For CCOc1nc(-c2ccccc2)ccc1-c1noc(-c2ccc(OC)cc2)n1 the results were Dicer inh 1.
Screening CSc1n[nH]c(NC(=O)c2ccccc2Cl)c1S(=O)(=O)c1ccc(Cl)cc1 returned Dicer inh -0.02.
Screening C=CCNC(=S)NNC(=O)c1ccc2ncccc2c1 returned Dicer inh -0.17.
Screening CCOC(=O)c1nc(-c2ccccc2)sc1-c1ccnn1C(=O)Nc1ccc(Cl)cc1 returned Dicer inh 0.35.
Cc1cc(NS(=O)(=O)c2ccc(NS(=O)(=O)c3cc(Cl)c(Cl)cc3Cl)cc2)no1 was read as Dicer inh 0.43.
Screening CCO/C([O-])=N/c1c[n+](N2CCOCC2)no1 returned Dicer inh -0.12&-1.8.
`O=C(CCSc1nnc2ccccn12)Nc1cccc(-c2nc3ccccc3s2)c1` gave Dicer inh 6.1*.
`Cc1c(CC(=O)Nc2ccc(Cl)cc2)sc2ccc(Cl)cc12` gave Dicer inh 0.48.
CCO/C=C(\C#N)S(=O)(=O)c1ccccc1 was read as Dicer inh 0.98.
C#CCN=C(NS(=O)(=O)c1c(C)noc1C)SC was read as Dicer inh 0.44.
Screening O=c1c2c(nc(NCCO)n1-c1ccccc1)-c1ccccc1CC21CCCC1 returned Dicer inh 4.1*.
`Clc1cccc(C2CC(c3ccccc3)=NN2c2ccccc2)c1` (configuration not stated) gave Dicer inh -0.36.
N=C1C(c2nc3ccccc3c(=O)[nH]2)=C(O)CN1c1ccc(Cl)cc1 was read as Dicer inh 1.9.
Cc1ccc(NC(=O)Nc2ccno2)cc1 was read as Dicer inh 0.16.
For Cc1ccc2nc(C)cc(N3CCOCC3)c2c1 the results were Dicer inh 4.4*.
O=c1oc2ccccc2c2c1ncn2CCN1CCCC1 was read as Dicer inh -1.9.
Screening Cc1noc(C(F)(F)F)c1-c1nnc(-c2cccc(C(F)(F)F)c2)o1 returned Dicer inh 1.8.
CCC1CSC(Nc2ccc(C)c(Cl)c2)=N1 (configuration not stated) was read as Dicer inh -0.71.
`COc1ccc(OCc2nnc(NC(=O)Nc3ccccc3F)s2)cc1` gave Dicer inh 2.1.

Screening results from PubChem.
